PTPN22 act = increases human PTPN22 phosphatase activity; recombinant LYP, DiFMUP fluorescence; 0 = plate median, 100 = signal doubled; activation, % at 2 µM; AID 697; Q9Y2R2; 0.11% of 96,000 active;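 active = activation at 2 µM above a set limit, the mean plus 5 SD, cut at about 37% in these data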
Target sequence (Q9Y2R2 whole entry, looked up): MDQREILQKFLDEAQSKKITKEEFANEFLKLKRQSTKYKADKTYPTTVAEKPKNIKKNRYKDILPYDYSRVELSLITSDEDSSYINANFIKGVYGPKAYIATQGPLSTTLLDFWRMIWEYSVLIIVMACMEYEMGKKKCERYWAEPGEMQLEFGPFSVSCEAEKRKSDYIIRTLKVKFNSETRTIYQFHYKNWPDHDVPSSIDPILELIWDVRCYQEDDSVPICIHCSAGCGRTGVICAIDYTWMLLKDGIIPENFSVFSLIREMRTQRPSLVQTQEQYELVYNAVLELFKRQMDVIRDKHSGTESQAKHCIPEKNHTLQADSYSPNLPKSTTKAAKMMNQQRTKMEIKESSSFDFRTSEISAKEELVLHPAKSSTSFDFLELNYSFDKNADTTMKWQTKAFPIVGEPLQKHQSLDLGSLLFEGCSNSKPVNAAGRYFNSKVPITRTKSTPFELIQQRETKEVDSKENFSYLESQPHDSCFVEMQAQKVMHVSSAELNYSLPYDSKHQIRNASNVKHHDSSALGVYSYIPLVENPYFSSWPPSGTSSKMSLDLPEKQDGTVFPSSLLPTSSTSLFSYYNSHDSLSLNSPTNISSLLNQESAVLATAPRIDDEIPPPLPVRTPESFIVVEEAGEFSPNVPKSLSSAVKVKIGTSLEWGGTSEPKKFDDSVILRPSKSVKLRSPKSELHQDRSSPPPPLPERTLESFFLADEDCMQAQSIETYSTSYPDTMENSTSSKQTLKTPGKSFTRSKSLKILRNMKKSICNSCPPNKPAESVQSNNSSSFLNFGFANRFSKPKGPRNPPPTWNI
Rev-RRE block = inhibitors of HIV-1 Rev-RRE RNA interaction; P05866; Rev peptide-RRE RNA binding, FRET; inhibition, % at 8 µM; 0.79% of 97,000 active;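 active = inhibition above the screen-wide mean plus 3 SD, cut at about 35% in these data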;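 note: 0% = median DMSO wells and 100% = median Neomycin B control wells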
Target sequence (P05866 whole entry, looked up): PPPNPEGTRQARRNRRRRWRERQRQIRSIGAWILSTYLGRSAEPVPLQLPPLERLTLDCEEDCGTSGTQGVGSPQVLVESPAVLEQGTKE
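assay system = Cy5-tagged RRE RNA duplex with fluorescein-tagged Rev peptide | incubation = 5 + 15 min at 25 °C | also added = labelled Rev peptide | measure = % inhibition of FRET ratio versus controls | benchmarks = DMSO wells as 0% and neomycin B wells as 100% inhibition | measured by = FRET fluorescence readout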
EphB4 antag = EphB4-ephrin-B2 interaction antagonism. 0.15% of 97,000 active. EphB4 LBD / TNYL-RAW-Alexa532 peptide, fluorescence polarization. inhibition, % at 7 µM;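 active = inhibition above the screen-wide mean inhibition plus 3 SD, cut at about 15% in these data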;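 note: 0% = DMSO wells and 100% = excess unlabeled TNYL-RAW peptide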
Candida biofilm = kills Candida albicans biofilms; 0.14% of 85,000 active; inhibition, % at 6 µM; AID 834; C. albicans biofilm + clotrimazole, Alamar Blue;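 active = inhibition above 20%; inactive = inhibition below 20%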;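 note: preformed 24 hr biofilms exposed to compound for 48 hr; 0% = biofilm without compound and 100% = blank killed by clotrimazole plus chlorhexidine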
CYP2C9 inh = human CYP2C9 inhibition; P11712; AID 777; CYP2C9 Supersomes, luciferin-H conversion, luminescence; 20% of 96,000 active; inhibition, % at 5 µM;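 active = blocking of liver enzyme CYP2C9 beyond about 50% at 5 µM, limit read from the data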; note: values of inactives mirror those of a sister screen read the other way
CYP2C9 activ = activators of human CYP2C9; recombinant CYP2C9, luciferin-H conversion, luminescence; hits give high values; factor 1 = untreated enzyme, 0 = blocked; 1.4% of 96,000 active; activation factor at 5 µM; AID 1024;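 active = activation factor of 2 or more for CYP2C9 at a 5 µM dose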;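 note: 0 = sulfaphenazole-blocked wells and 1 = vehicle-only wells; values of inactives mirror those of a sister screen read the other way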
LYP inh 2 = LYP (human) phosphatase inhibition; AID 640; inhibition, % at 2 µM; recombinant LYP catalytic domain, DiFMUP fluorescence; 0.21% of 96,000 active; Q9Y2R2;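 active = inhibition at 2 µM at or above a set limit, the screen mean plus 3 SD, cut at about 24% in these data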;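 note: 0% = DMSO with enzyme and 100% = enzyme fully blocked by orthovanadate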
Plk1 PBD FP = Plk1 (human) PBD binding inhibition; 0.13% of 97,000 active; Plk1 PBD phosphopeptide binding, fluorescence polarization; AID 693; inhibition, %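 (tested at about 20 µM)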; in the data active = inhibition above about 34%, passing the limit was not always enough
PLK1 inh = inhibitors of human PLK1 kinase. 0.53% of 97,000 active. inhibition, % at 10 µM. P53350. recombinant PLK1 kinase, TR-FRET peptide phosphorylation;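 active = inhibition of 50% or more in the single-concentration screen; inactive = inhibition below 50%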;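 note: 0% = DMSO max control and 100% = H-89 dihydrochloride min control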
* marks the source's active call; other numbers are inactive results; · = not tested or not shown.

No.	smiles	PTPN22 act	Rev-RRE block	EphB4 antag	Candida biofilm	CYP2C9 inh	CYP2C9 activ	LYP inh 2	Plk1 PBD FP	PLK1 inh
1	Cc1oc(-c2ccc(Cl)cc2)nc1CN1CCC(C(=O)NCCCN2CCOCC2)CC1	2	4	8	-4	-8	1.1	-4	-18	-14
2	O=C(c1nc2ncccn2n1)N1CCN(c2ccc(F)cc2)CC1	-5	8	-1	3	1	1	4	-8	-8
3	N#CC1(c2ccc(NC(=O)c3ccccc3)cc2)CCCC1	-4	6	13	·	-12	1.1	7	-20	1
4	COc1ccc2[nH]c(=O)c(CN(CC3CCCO3)C(=O)Nc3ccc(F)cc3)cc2c1 (stereo not drawn)	-1	6	-3	·	24	0.8	6	5	-9
5	O=C(Cn1c(=O)n(CC2CCCO2)c(=O)c2ccccc21)N1CCN(c2ccccc2)CC1 (stereo not drawn)	-7	9	-2	2	-12	1.1	5	15	0
6	Cc1ccc(OCC(=O)NNC(=O)C2CCN(c3nccc(C)n3)CC2)cc1	3	4	7	·	33	0.7	2	11	-5
7	Cc1ccc2cccc(NC(=O)C(F)(F)F)c2n1	12	8	7	6	18	0.8	-17	-7	-1
8	NC(=O)C(Cc1ccccc1)NS(=O)(=O)c1ccc(N2CCCC2=O)cc1 (stereo not drawn)	4	4	-3	4	-6	1.1	-5	1	-8
9	Cc1noc(C)c1C(=O)NCCCN1CCCC1=O	-5	3	3	4	-16	1.2	4	-4	-11
10	CC(=O)c1cccc(NC(=O)Nc2ccc(C)cc2)c1	3	8	0	2	18	0.8	-2	-10	3
11	CC(=O)c1ccc(Nc2ncnc3c2oc2ccccc23)cc1	1	-1	-6	-3	42	0.6	-2	7	-4
12	CCC(=O)N1CCN(c2ccccc2NC(=O)c2ccc(OC)c(Cl)c2)CC1	1	18	1	7	82*	0.2	0	-2	0
13	Cc1ccccc1N1CC(c2nc3ccccc3[nH]2)CC1=O (stereo not drawn)	3	5	0	6	30	0.7	3	8	-8
14	O=C1CC(c2cccc([N+](=O)[O-])c2)c2ccc3ccccc3c2N1 (stereo not drawn)	6	-3	-5	·	48	0.5	-3	10	-4
15	CC(=O)N1CCN(S(=O)(=O)c2ccc(S(=O)(=O)NC3CC3)cc2)CC1	3	9	3	0	-3	1	-7	19	-12
16	CCSc1nnc(NC(=O)c2ccc(C)cc2)s1	3	-2	-4	2	38	0.6	-2	-15	0
17	CCc1nc(OCc2ccccc2)c2sc3nc4c(cc3c2n1)COC(C)(C)C4	1	17	2	-3	-1	1	2	8	-13
18	CC1(C)Cc2ccccc2-c2nnc(-c3ccccn3)n21	0	3	3	4	14	0.9	3	-10	1
19	CC12COC3(C(=O)Nc4nccs4)CC1CCC32C (stereo not drawn)	-1	0	4	5	5	1	4	-29	-14
20	CCOc1cc(C#N)c(NC(=O)c2cccnc2)cc1OCC	6	-1	-5	·	-3	1	-9	-1	4

The list goes on, overlapping the part above by 5 compounds.
No.	smiles	PTPN22 act	Rev-RRE block	EphB4 antag	Candida biofilm	CYP2C9 inh	CYP2C9 activ	LYP inh 2	Plk1 PBD FP	PLK1 inh
16	CCSc1nnc(NC(=O)c2ccc(C)cc2)s1	3	-2	-4	2	38	0.6	-2	-15	0
17	CCc1nc(OCc2ccccc2)c2sc3nc4c(cc3c2n1)COC(C)(C)C4	1	17	2	-3	-1	1	2	8	-13
18	CC1(C)Cc2ccccc2-c2nnc(-c3ccccn3)n21	0	3	3	4	14	0.9	3	-10	1
19	CC12COC3(C(=O)Nc4nccs4)CC1CCC32C (stereo not drawn)	-1	0	4	5	5	1	4	-29	-14
20	CCOc1cc(C#N)c(NC(=O)c2cccnc2)cc1OCC	6	-1	-5	·	-3	1	-9	-1	4
21	CN(CC(=O)NC1CCCCC1)S(=O)(=O)c1ccc(Br)s1	2	2	1	4	-18	1.2	0	5	-9
22	O=C(Nc1ccccc1)N1CCN(c2ncccn2)CC1	1	3	4	4	52*	0.5	-1	-18	-9
23	COc1ccc(NC(=O)c2sccc2SCC#N)cc1	11	0	6	·	10	0.9	-8	-31	-6
24	O=C(NCc1ccco1)c1cc2nc(-c3cccs3)cc(C(F)(F)F)n2n1	5	2	-8	7	56*	0.4	-7	2	-8
25	Cc1ccc(N(CN2CCCC2=O)C(=O)c2ccc(C)c(C)c2)cc1	-2	-3	-3	10	3	1	0	0	-13
26	CC(C)(C)c1ccc(Oc2cccc(C3CC(=O)C(C4NCCc5ccccc54)C(=O)C3n3cncn3)c2)cc1 (stereo not drawn)	-8	-1	-2	13	34	0.7	6	-5	-8
27	CCCn1c(SCC(=O)NCc2ccco2)nc2c1c(=O)n(C)c(=O)n2C	-16	-3	1	1	4	1	22	20	-6
28	COc1ccc(NC(=O)N2CCCCC2)cc1	-8	9	5	2	-5	1	7	21	-9
29	COC(=O)C1=C(C)N=C2SCCC(=O)N2C1c1cccs1 (stereo not drawn)	-1	0	5	·	40	0.6	0	20	-10
30	CCCC(C(=O)NCc1ccc(OC)cc1)N(Cc1ccco1)C(=O)c1snc(C(N)=O)c1N (stereo not drawn)	-3	5	0	5	49	0.5	4	18	-5
31	Cc1csc(Cn2c(CN(C)C)nc3ccccc3c2=O)n1	4	-2	5	4	13	0.9	-5	-19	2
32	COc1ccc(CNC(=O)c2ccccc2SC)cc1	1	3	-1	6	20	0.8	1	-8	-12
33	COc1ccc(-n2c(-c3ccccc3)nc(=S)c3c2CCCC3)cc1	-7	7	-1	·	-7	1.1	10	-20	-8
34	COCCn1c(-c2ccc(OC)c(OC)c2)nc2ccccc21	6	4	6	-4	-20	1.2	-6	2	-11
35	CCN(CCNC(=O)C1CCN(S(=O)(=O)CC)CC1)c1ccccc1	8	0	-6	-3	-44	1.4	-17	36	-11
36	CC(C)CCNC(=O)C(c1ccco1)N(CC1CCCO1)C(=O)Cn1nnc2ccccc21 (stereo not drawn)	-2	0	-6	2	·	·	6	30	-4
37	COc1ccc(NC(=O)Nc2ccccc2C(N)=O)cc1OC	3	7	-4	5	-11	1.1	-8	-15	-3
38	O=C(NCc1ccc(F)cc1)c1cnc2n(c1=O)CCS2	4	6	-1	14	7	0.9	-7	-12	-8
39	O=C(Nc1ccc(Cl)cc1)N1CCCC1	-7	12	-3	7	3	1	11	-15	-15
40	CC1=Nc2ccccc2/C1=C/c1sc(=N)n(-c2nccs2)c1O	-10	62*	3	1	8	0.9	7	-37	-43
41	COCCCn1c(-c2ccc(Cl)cc2)n[nH]c1=S	6	3	-3	6	35	0.7	-7	-11	8
42	CCO/C(C)=C1\C(=O)N(CC)c2ccccc21	1	2	-6	11	40	0.6	-1	-5	-3
43	COC(=O)C1CSC(C(=O)OC)N1C(=O)CN1CC(C)OC(C)C1 (stereo not drawn)	-2	8	-2	·	-13	1.1	6	2	-15
44	Cc1cc(C(=O)COC(=O)C2=COCCO2)c(C)n1-c1ccc2c(c1)OCO2	3	5	-4	0	85*	0.1	-2	-15	-16
45	O=C1CC(=O)N(Cc2ccco2)C(=S)N1	6	77*	1	-5	2	1	-8	34	-11
46	COc1ccc(Cl)c(Cn2c(NCc3ccccn3)nc3c2c(=O)n(C)c(=O)n3C)c1	-6	2	1	7	6	0.9	4	6	-12
47	O=c1nc2sc3ccccc3n2c(=O)n1-c1cccc(Cl)c1	2	7	5	5	28	0.7	1	0	-2
48	O=C(CCN1CCC(c2ccccc2)C1)c1ccccc1 (stereo not drawn)	7	4	7	·	58*	0.4	-3	0	13
49	Cc1cccc(NC(=O)C2CC(=O)OC23CCCCC3)c1 (stereo not drawn)	7	-3	-2	7	7	0.9	-6	11	-7
50	N#Cc1c(NC(=O)CSCC(=O)O)sc2c1CCCC2	-8	2	0	-1	29	0.7	7	-10	-10
51	Cc1ccc(-n2c(SCC(=O)NCC3CCCO3)nnc2-c2ccoc2C)cc1 (stereo not drawn)	-2	4	8	-2	24	0.8	1	15	-1
52	O=C(OC(C(=O)NC1CCCC1)c1ccncc1)C1=Cc2ccccc2OC1 (stereo not drawn)	12	0	5	4	74*	0.3	-12	4	-4
53	COC(=O)CSc1snnc1-c1ccc(F)cc1	1	6	0	3	5	0.9	0	-12	-2
54	CCOc1ccc2nc3c(cc2c1)CN(CCOC)C(=NC)S3	2	0	2	8	·	·	1	1	-11
55	COc1ccc(C(=O)CN(C(=O)c2ccc(Cl)cc2)N2C(=O)c3ccccc3C2=O)cc1	5	10	-5	·	50	0.5	-3	-14	-4
56	CN1CCN(CCCNC(=O)Nc2cccc3ccccc23)CC1	0	3	-8	3	-9	1.1	-1	-4	2
57	CCOC(=O)c1c(C)[nH]c(C(=O)OC/C(O)=C(\C#N)c2nc3ccccc3[nH]2)c1C	-14	17	1	-1	81*	0.2	12	-14	-11
58	O=C(CSc1oc(-c2ccco2)nc1S(=O)(=O)c1ccc(F)cc1)NCC1CCCO1 (stereo not drawn)	5	0	-2	8	·	·	-2	-5	-14
59	CC1Cc2ccccc2N1S(=O)(=O)c1cccs1 (stereo not drawn)	13	15	-8	4	4	1	-13	1	-8
60	CC1(C)N=C(/C=N/O)C=[N+]1[O-]	-6	6	7	8	-1	1	8	-11	-6
61	COc1ccc(C2C(Oc3ccccc3)C(=O)N2c2ccc(C)c(C)c2)cc1OC (stereo not drawn)	-2	6	3	·	·	·	8	19	-10
62	CC(C)Cc1oc(C(=O)O)cc1CN	-7	-3	0	·	-4	1	3	-23	-10
63	CCCCCn1c(CCC(=O)Oc2ccccc2OC)nc2c1c(=O)[nH]c(=O)n2CCCC	8	1	-1	4	26	0.7	-7	13	-4
64	CC1Cc2ccccc2N1C(=O)CSc1nc2cc3c(cc2cc1C#N)OCO3 (stereo not drawn)	-6	7	-3	·	6	0.9	5	26	-10
65	Cc1nc(-c2cccnc2)sc1C(=O)Nc1ccc(C(F)(F)F)cc1	6	19	2	·	6	0.9	-4	-16	-4
66	O=C(CSc1nc2ccccc2s1)N1c2ccccc2Sc2ccccc21	11	-2	0	·	·	·	-8	-18	-3
67	O=c1c2ccccc2nc2n1C(CSc1ccc(F)cc1)CN2 (stereo not drawn)	-11	7	-2	·	1	1	13	16	-4
68	CC(C)OC(=O)CSc1nnc(-c2ccccc2)n1N	0	2	-3	4	14	0.9	4	13	-4
69	N#CC1=C(N)S[C@H](C(=O)C23CC4CC(CC(C4)C2)C3)[C@H]1c1ccncc1	-1	7	-1	6	41	0.6	-1	-5	1
70	CS(=O)(=O)N(CC(=O)NCc1ccco1)c1ccc2c(c1)OCO2	-8	2	-5	2	2	1	9	13	-4
71	CCCCOC(=O)c1[nH]c(C)c(C(=O)OC)c1C	8	-1	-1	4	61*	0.4	-10	7	-4
72	Cc1ccc(N2CC(C(=O)Nc3ccc(S(=O)(=O)N4CCOCC4)cc3)CC2=O)cc1 (stereo not drawn)	16	7	5	-2	27	0.7	-17	-17	-7
73	COc1ccc(/C=C/C(=O)Nc2cc(C(F)(F)F)ccc2Cl)cc1	14	7	-4	·	-103	2*	-12	10	-13
74	COc1ccc(N/N=C(/N=Nc2nc(C)cc(=O)[nH]2)c2ccccc2)cc1	8	2	5	9	28	0.7	-7	5	-4
75	CCCCCCC(=O)N(O)C1CC(=O)N(c2ccc(C)cc2)C1=O (stereo not drawn)	2	-3	2	5	-1	1	-3	3	-3
76	Cc1cc(CC(C)C)n(-c2nc3ccccc3c(=O)n2OCC(=O)N(C)C)n1	0	0	-11	4	31	0.7	-2	-18	-1
77	CSCCC(NC(=O)C1CC1)c1nc2ccccc2[nH]1 (stereo not drawn)	4	7	3	0	6	0.9	-4	15	-9
